# Screening results deposited in PubChem BioAssay by National Center for Advancing Translational Sciences (NCATS).
# Eya2 phos inh: blocks the phosphatase activity of human Eya2 | O00167 | recombinant Eya2, OMFP fluorescence dephosphorylation (OMFP is methylfluorescein phosphate) | Potency, µM (titrated, usually from 76.9 µM), inactives show at the top dose activity, negative = inhibition, hits mostly inhibitors | actives 0.006% (n = 330,000); further: potency means the concentration at half of the fitted maximal effect; on the % scale 0 is the no-effect control and ±100 the full control effect
#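 Eya2 (0.2 uM) preincubated 10 min at ambient with compound, then OMFP substrate added at 50 uM; 10 min reaction in 50 mM HEPES pH 7.5, 50 mM NaCl, 5 uM MgCl2, 0.05% BSA, 1 mM DTT. Fluorescence read at Ex 485/Em 525 nm.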
# ASM inhibitor: blocks human secretory acid sphingomyelinase; P17405; Potency, µM (titrated, usually from 57.5 µM), for the others: at the highest dose activity change, negative = inhibition, most hits filed as inhibitors; actives 0.006% (n = 340,000); placental ASM, HMU-PC fluorogenic substrate, 60 min; further: potency means the concentration at half of the fitted maximal effect
#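 Human placenta-derived ASM enzyme was preincubated with compound for 10 minutes at room temperature, then given fluorogenic substrate HMU-PC0 (9 uM final) for 60 minutes at 37 °C; a pH 10 stop preceded fluorescence reading at Ex 386/Em 447 nm.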
# KCNH2 WT inh: inhibitors of human wildtype KCNH2 potassium channel; activity change, % at 1.84 µM; U2OS, BacMam KCNH2, thallium flux FluxOr; hits give low values; Q12809; actives 0.37% (n = 340,000);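 active means maximum activity change below -70%; inconclusive means maximum activity change between -70% and -50%; inactive means maximum activity change above -50%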; further: on the % scale 0 is the no-effect control and ±100 the full control effect
#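 U2OS cells transduced with wild-type KCNH2 virus are loaded with FluxOr dye for 45 min, and thallium flux is measured in kinetic reads before and after stimulation buffer. Rate constants are normalized to DMSO controls.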
# MBNL1 CUG block: inhibitors of human MBNL1 binding to CUG repeat RNA; TR-FRET MBNL1-His/biotin-(CUG)12 binding, 665/545 ratio; Potency, µM (titrated, usually from 57.5 µM), without a hit: top-dose activity change, negative = inhibition, hits mostly inhibitors; actives 0.036% (n = 280,000); Q9NR56; active means well fitted inhibition curve with a large enough effect in the signal ratio, with a control signal flat, not every such curve was filed as active; inconclusive means small, poorly fitted or top-dose-only effect, or effect the other way, or a change in a side signal; inactive means no such curve, though single readings can be large or run the other way; the % refers to the signal ratio; further: potency means the concentration at half of the fitted maximal effect; on the % scale 0 is the no-effect control and ±100 the full control effect
#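 Ratiometric TR-FRET (665 over 545 nm, excitation 340 nm) tracks disruption of MBNL1-His/biotin-(CUG)12 complex after 60 min at room temperature, with compounds at 92 nM to 58 uM final.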
# GALK inh: blocks human galactokinase activity; P51570; Purified GALK, Kinase-Glo residual ATP luminescence; Potency, µM (series often up to 57.5 µM), for the others: top-dose activity change, negative = inhibition, most hits filed as inhibitors; actives 0.007% (n = 270,000); further: potency means the concentration at half of the fitted maximal effect; on the % scale 0 is the no-effect control and ±100 the full control effect
# Target sequence (P51570 whole entry, looked up): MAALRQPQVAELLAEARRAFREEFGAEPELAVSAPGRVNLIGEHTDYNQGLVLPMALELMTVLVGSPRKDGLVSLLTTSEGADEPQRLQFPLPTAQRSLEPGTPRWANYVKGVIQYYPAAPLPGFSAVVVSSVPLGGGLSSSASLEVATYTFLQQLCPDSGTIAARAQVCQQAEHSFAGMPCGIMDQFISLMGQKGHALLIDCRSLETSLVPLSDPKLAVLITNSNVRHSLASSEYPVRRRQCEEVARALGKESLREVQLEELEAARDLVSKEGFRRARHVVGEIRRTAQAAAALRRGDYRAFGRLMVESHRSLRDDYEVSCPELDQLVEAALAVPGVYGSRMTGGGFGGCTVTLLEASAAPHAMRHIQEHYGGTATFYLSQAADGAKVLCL
#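 Luminescence from leftover ATP (Ultra-Glo luciferase/luciferin) served as read-out after a 1 h room-temperature reaction of 5 nM GALK with 35 uM ATP and 100 uM galactose.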
# Mito fusion yeast: blocks mitochondrial division or promotes mitochondrial fusion | S. cerevisiae fusion-defective mutant growth rescue, CellTiterGlo 48 h | Potency, µM (doses to about 46.1 µM), for the others: at the top dose growth rescue (activation), hits mostly activators | actives 0.23% (n = 320,000);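 further: potency means the concentration at half of the fitted maximal effect; % of control where 0% means no effect; nearly all actives have a fitted effect of over 45% in size; temperature-sensitive fusion mutants such as fzo1-1 at 37 °C on non-fermentable ethanol glycerol medium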
#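 Yeast fusion mutant, YPEG (non-fermentable carbon), compound, 48 h at 37C non-permissive; CellTiterGlo added, 10 min RT, luminescence read. Rescued growth = division inhibition.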
# Chronic BCR inh: chronic active BCR signaling inhibition | ABC-DLBCL IkBa-CBG/CBR reporter, luminescence ratio, 4 h | Potency, µM (titrated, usually from 46.1 µM), inactives show at the top dose ratio change, negative = lower green/red ratio, actives largely listed as inhibitors | actives 0.05% (n = 340,000) | AID 493014; active means well fitted inhibition curve with a large enough effect in the signal ratio, with a control signal flat, not every such curve was filed as active; inconclusive means small, poorly fitted or top-dose-only effect, or effect the other way, or a change in a side signal; the % refers to the signal ratio;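 further: potency means the concentration at half of the fitted maximal effect; plate controls were basal doxycycline-induced cells for no effect and cells given 10 µM MG132 for full effect; MG132 reads +100%, hits lower the ratio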
#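 Cell line TMD8 (human ABC DLBCL), stably expressing tet-inducible CBG68-IkBa fusion and CBR; IMDM/0.5% FBS; cpd up to 46 uM; dox induction, 4 h, 37C/5% CO2; dual luminescence; green/red ratio; MG132 control.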
# TSHR antagonist: human thyrotropin receptor antagonism; P16473; TSHR-expressing cells, TSH-stimulated cAMP HTRF, 2 h; hits give low values; activity change, negative = inhibition, % at 11.5 µM; actives 0.2% (n = 330,000); AID 504810;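 active means activity change below a set negative limit, meaning inhibition stronger than a set level, cut at about -70% in these data; inconclusive means activity change between two set negative limits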; further: on the % scale 0 is the no-effect control and ±100 the full control effect
#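 Competitive HTRF cAMP read-out (cryptate anti-cAMP antibody, cAMP-d2; 30 min, room temperature) in freshly harvested TSHR cells. Compounds added before TSH at EC80 (4nM final), followed by 2 hours' incubation at 37 deg C.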
# USP2a block: USP2a (human) protease inhibition | Potency, µM (series often up to 38.3 µM), for the others: at the highest dose activity change, negative = inhibition, actives largely listed as inhibitors | USP2 core, Ub-CHOP2 coupled fluorogenic reporter, 485/531 | actives 0.01% (n = 330,000) | AID 463254;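 further: potency means the concentration at half of the fitted maximal effect; plate controls were DMSO wells for no effect and full inhibition by NEM control for full effect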
# Target sequence (O75604 whole entry, looked up): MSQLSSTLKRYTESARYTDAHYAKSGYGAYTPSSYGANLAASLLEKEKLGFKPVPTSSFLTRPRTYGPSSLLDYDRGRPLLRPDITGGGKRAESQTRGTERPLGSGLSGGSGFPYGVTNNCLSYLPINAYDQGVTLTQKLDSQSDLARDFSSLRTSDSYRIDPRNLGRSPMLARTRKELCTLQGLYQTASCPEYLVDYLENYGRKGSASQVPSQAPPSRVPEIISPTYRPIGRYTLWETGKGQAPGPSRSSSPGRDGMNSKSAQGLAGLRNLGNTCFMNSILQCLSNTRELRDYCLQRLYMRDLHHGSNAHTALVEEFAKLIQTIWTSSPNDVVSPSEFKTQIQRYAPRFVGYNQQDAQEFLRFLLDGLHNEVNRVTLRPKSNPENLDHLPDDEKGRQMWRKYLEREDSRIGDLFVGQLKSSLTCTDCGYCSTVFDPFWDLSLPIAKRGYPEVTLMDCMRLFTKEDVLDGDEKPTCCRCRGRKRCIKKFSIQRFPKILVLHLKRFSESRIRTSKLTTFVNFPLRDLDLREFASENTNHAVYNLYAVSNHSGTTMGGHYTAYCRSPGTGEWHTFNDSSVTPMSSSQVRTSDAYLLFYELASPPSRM
#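 USP2 core (10nM final) preincubated 30min RT with compound in 20mM Tris-HCl pH 8.0, 2mM CaCl2, 2mM beta-mercaptoethanol, 0.05% CHAPS; 25nM Ub-CHOP2 plus 25nM reporter substrate added, fluorescence (Ex485/Em531) read after 60min.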
# PKM2 act: activators of human pyruvate kinase M2 | Potency, µM (top dose mostly 57.5 µM), inactives show top-dose activation, usual class: activators | purified PKM2, Kinase-Glo ATP luminescence, activation; response scale: 0% is enzyme alone, no compound | actives 0.34% (n = 260,000) | AID 1631; further: potency means the concentration at half of the fitted maximal effect; on the % scale 0 is the no-effect control and ±100 the full control effect; nearly all actives have a fitted effect of over 55% in size
#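 ATP formation by purified human PK-M2, quantified via coupled luciferase luminescence after 1 h at room temperature with 0.1 mM ADP and 0.5 mM PEP final.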
# Menin-MLL TR inh: displaces Texas Red mutant MLL peptide from human menin. Menin + Texas Red MLL mutant peptide, fluorescence polarization. Potency, µM (titrated, usually from 61.6 µM), without a hit: top-dose FP activity change, negative = inhibition, actives largely listed as inhibitors. actives 0.23% (n = 270,000). AID 1768; active means well fitted inhibition curve with a large enough effect in the polarisation, with a control signal flat, not every such curve was filed as active; inconclusive means small, poorly fitted or top-dose-only effect, or effect the other way, or a change in a side signal; inactive means no such curve, though single readings can be large or run the other way; the % refers to the polarisation; further: potency means the concentration at half of the fitted maximal effect; % of control where 0% means no effect; many of its hits are not listed in these tables
# * hit, by the source's call; ? = inconclusive; nt = no result given; & = joins results of further samples; [ ] = remark or other dose. Unless noted, the call rests on the fitted dose curve; in most records, active means well fitted curve in the direction sought with a large enough effect; inconclusive means small, poorly fitted or top-dose-only effect, or another doubt; inactive means no such curve, though single readings can be large; an effect the other way counts as inactive or inconclusive.
SMILES,Eya2 phos inh,ASM inhibitor,KCNH2 WT inh,MBNL1 CUG block,GALK inh,Mito fusion yeast,Chronic BCR inh,TSHR antagonist,USP2a block,PKM2 act,Menin-MLL TR inh
N#Cc1cnn2c1nc(N1CCOCC1)c1ccccc12,1%,8%,6,-1%,-3%,5%,-1%,2,3%,6%,5%
COc1ccc(Nc2ccccc2NC(=O)c2ccccc2Br)cc1,0%,-4%,-28,2%,2%,?,10%,10,-1%,1%,?
Nc1nonc1OCCOCCOCCOc1nonc1N,8%,0%,-5,-4%,1%,-1%,5%,3,-2%,1%,4%
O=C(Oc1ccccc1/C=C\C(=O)c1cc2ccccc2o1)c1cccc(F)c1,3%,-4%,0,-1%,-4%,8%,?,-2,1%,2%,-1%
O=C(O)c1ccc(NCc2nc3ccccc3n2Cc2ccccc2)cc1,-12%,-5%,-1,-3%,-1%,-1%,?,6,2%,1%,nt
O=C(C[n+]1cc(-c2ccccc2)n2c1CCCCC2)c1ccc(Cl)cc1,4%,0%,-9,-6%,0%,-1%,-1%,-2,-1%,-3%,?
CC(C)CNC(=O)c1ccccc1-c1ccccc1C(=O)O,-20%,-1%,-5,0%,1%,-5%,-3%,1,4%,-2%,-2%
O=C1C=C(c2ccc3ccccc3c2)C[C@@H](c2ccc(Cl)cc2)C1,3%,-3%,nt,nt,nt,26%,-2%,-26,-1%,nt,nt
COc1ccc(CNC(=O)c2c[nH]c3c(OC)cc(OC)cc3c2=O)cc1,7%,-2%,-3,9%,8%,1%,-6%,22,5%,0%[11.5 µM],6%
O=C(NCc1cccs1)C1CCN(S(=O)(=O)c2ccc(Cl)cc2)CC1,-1%,4%,18,7%,1%,17%,23%,6,2%,14µM*,-2%
O=C1CC(c2ccccc2Cl)CC(O)=C1C=Nc1ccccc1 (stereo unspecified),1%,41%,-1,nt,-1%,0%,4%,-25,1%,7%,0%
FC(F)(F)c1cccc(N/N=C/c2ccccc2)c1,3%,-1%,-7,nt,-1%,-3%,?,0,-1%,0%,?
CN(C)C(CNc1ncnc2sccc12)c1cccs1 (stereo unspecified),-10%,5%,5,-4%,1%,-5%,7%,4,3%,6%,-1%
CCOc1cc(/C=N/NC(N)=S)cc(Br)c1OCc1ccccc1C,-6%,?,-3,-2%,0%,20%,?,-12,0%,0%,nt
COc1cc2c(cc1OC)CN(C(=O)/C=C/c1cccc([N+](=O)[O-])c1)CC2,-10%,-6%,-5,?,0%,17%,-1%,-5,-1%,4%,13%
COc1cc(NC(=O)COC(=O)/C=C/c2ccc(Cl)cc2Cl)cc(OC)c1,-10%,-11%,-4,-3%,-2%,5%,-1%,17,-1%,-12%,?
NC(=O)Cc1nc(-c2ccc(F)cc2)cs1,1%,3%,-10,-3%,-1%,-6%,?,-6,1%,-1%,nt
N#Cc1nc(-c2ccco2)oc1N1CCN(Cc2ccccc2)CC1,10%,-1%,13,6%,0%,5%,6%,-11,2%,-3%,-14%
O=C(NCCS(=O)(=O)NC1CCCCC1)c1ccc2c(c1)OCO2,-35%,-1%,2,nt,nt,-5%,-2%,11,2%,nt,nt
Cc1ccc(C)c(S(=O)(=O)N2CCCCC2CCNC(=O)C(=O)NCc2ccncc2)c1 (stereo unspecified),6%,0%,-3,nt,nt,0%,-1%,-12,3%,nt,nt
CC1(C(=O)O)COC(c2ccc(Cl)cc2)OC1 (stereo unspecified),1%,-1%,-15,4%,-2%,-7%,1%,5,6%,-1%,nt
COc1ccc(C2=NNC(=Nc3cc(S(=O)(=O)N(C)C)ccc3C)SC2)c(OC)c1,-1%,0%,2,-4%,-1%,5%,0%,-3,1%,5%,nt
Cc1ccc(NC(=O)c2ccccc2N(C)S(=O)(=O)c2ccccc2)c(C)c1,-8%,3%,-3,-19%,1%,18%,-3%,-15,-4%,6%,7%
CN(c1ccc(C(=O)N2CCCCCC2)cc1)S(=O)(=O)c1ccccc1,-22%,1%,2,nt,nt,-1%,0%,-21,-6%,nt,nt
O=C1CCCCC(=O)N(c2ccccc2)c2ccccc21,-26%,10%,6,-5%,1%,5%,-1%,2,-1%,0%,-3%
CCc1ccccc1Oc1coc2cc(O)ccc2c1=O,5%,57%,19,-6%,4%,23%,2%,6,5%,nt,22%
Cc1ccc(NC(=S)Nc2c(C)n(C)n(-c3ccccc3)c2=O)cc1,1%,5%,-7,nt,1%,2%,7%,8,3%,-2%,6%
Cc1ccccc1C(=O)N1CCC(C(=O)Oc2ccc(C#N)cc2)CC1,1%,5%,25,2%,5%,-1%,7%,6,0%,2%,-25%
COCc1ccc([C@@H]2C[C@H]3CN(Cc4cccnc4)C(=O)[C@]34CCCN24)o1,-2%,4%,9,4%,8%,3%,-7%,-9,6%,-10%,-11%
COc1ccc(C(=O)N[C@H](C(=O)Nc2ccc(S(=O)(=O)N3CCOCC3)cc2)C(C)C)cc1,-3%,1%,-21,-5%,1%,0%,-2%,10,10%,4%,nt
COc1ccc(CCC(=O)N(c2nnc(-c3cccnc3)s2)C(C)C)cc1,?,-1%,-6,-20%,0%,16%,2%,-9,1%,-1%,-14%
OC(CNCc1ccccc1)COc1ccccc1 (stereo unspecified),-20%,10%,3,nt,nt,-7%,-1%,-4,1%,nt,nt
CCOC(=O)C1(CCCc2ccccc2)CCN(C(=O)CCn2cncn2)CC1,-3%,2%,9,-4%,-1%,-2%,2%,-8,0%,1%,-5%
COc1ccccc1N1CCN(CC(O)COc2cccc3ccccc23)CC1 (stereo unspecified),-7%&-21%&-1%&8%,-1%&4%,9&25,-1%&2%,-2%&1%,?,?,-16&9&8&-3,-7%&-1%&1%,-5%&0%,?
C=CCNCCOc1ccc(C)cc1[N+](=O)[O-],0%,-5%,9,-4%,3%,3%,?,9,1%,-1%,-6%
CCn1cc([N+](=O)[O-])c(C(=O)N2N=C(c3ccc(Cl)c(Cl)c3)CC2c2ccccc2O)n1 (stereo unspecified),1%,?,-1,6%,0%,0%,?,10,2%,22µM*,0%
CCc1nc(SCC(=O)c2cc(C)ccc2C)n[nH]1,-11%,6%,-2,-7%,0%,-4%,?,-8,0%,-5%,1%
COC(=O)c1cnc(SCc2ccc(C)cc2)n1C,-6%,0%,4,7%,0%,-8%,-4%,-4,1%,6%,-10%
Cc1cccc(C(=O)n2c(=S)nc3cc(C)ccn32)c1,-21%,0%,-16,nt,-1%,1%,?,1,2%,-6%,nt
CCCC(=O)n1nc(-c2ccc(C)cc2)nc1NCc1ccco1,0%,-4%,2,-4%,2%,3%,0%,-20,1%,-2%,-8%
CCC(=O)N1CCc2cc(S(=O)(=O)N3CCc4ccccc4C3)ccc21,5%,-2%,3,-11%,2%,-5%,4%,5,2%,3%,-4%
CCc1ccc(C(=O)CSc2nnc(C3CC3)n2C2CC2)cc1,18%,3%,-9,nt,nt,0%,?,-6,-1%,nt,nt
CN(c1ccc(F)cc1)S(=O)(=O)c1ccc2[nH]cc(C(=O)O)c(=O)c2c1,0%,4%,3,2%,0%,-4%,10%,6,1%,3%,16%
Cc1[nH]c(=O)[nH]c(=O)c1CSc1nnc([C@H](CC(C)C)NC(=O)OC(C)(C)C)o1,-18%,-3%,0,-11%,1%,-3%,6%,11,-1%,-4%,-1%
N#Cc1nc(COc2ccccc2F)oc1NCCCn1ccnc1,14%,-1%,11,-6%,-1%,6%,-12%,4,1%,9%,0%
COc1ccccc1NS(=O)(=O)c1cc(NC(=O)CCc2nc3ccccc3c(=O)[nH]2)ccc1C,6%,nt,-8,nt,nt,0%,5%,1,0%,nt,nt

# The list is partial; rates above refer to the full screens.
